MBD2 DNA inh = inhibitors of human MBD2 binding to methylated oligonucleotide. Q9UBB5. TR-FRET. inhibition, % at 4.4 µM. actives 0.31% (n = 370,000). AID 686964; in the data active means inhibition above about 13%
Tn6 DDE FP = DD(E)-Tn6 binding inhibition, primary FP screen; Fibrin DD(E) TRITC-Tn6 fluorescence polarization displacement; P02675; AID 720509; inhibition, % at 8.3 µM; actives 0.21% (n = 370,000);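 active means inhibition above a per-campaign cutoff: mean of compounds within control limits plus 3 SD, cut at about 15% in these data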;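 further: 0% = median of all compound wells on the plate and 100% = blocking peptide control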
UHRF1 binding = human UHRF1 methylated DNA binding inhibitors. Q96T88. UHRF1 binding to methylated oligo, TR-FRET. inhibition, % at 4.4 µM. actives 0.75% (n = 370,000). AID 687016; in the data active means inhibition above about 21%;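 further: UHRF1 SRA domain binding a hemimethylated CpG hairpin DNA probe; 0% = median of test compound wells and 100% = reference inhibitor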
proKLK7 act = activates the human kallikrein-7 zymogen | P49862 | purified proKLK7, EDANS-DABCYL substrate fluorescence; 100% is mature enzyme control, 0% vehicle | activation, % at 7 µM | actives 0.9% (n = 370,000) | AID 652039;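 active means activation above the mean of all tested compounds plus 3 SD, computed per campaign excluding outliers beyond control limits, cut at about 13% in these data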
Target sequence (P49862 whole entry, looked up): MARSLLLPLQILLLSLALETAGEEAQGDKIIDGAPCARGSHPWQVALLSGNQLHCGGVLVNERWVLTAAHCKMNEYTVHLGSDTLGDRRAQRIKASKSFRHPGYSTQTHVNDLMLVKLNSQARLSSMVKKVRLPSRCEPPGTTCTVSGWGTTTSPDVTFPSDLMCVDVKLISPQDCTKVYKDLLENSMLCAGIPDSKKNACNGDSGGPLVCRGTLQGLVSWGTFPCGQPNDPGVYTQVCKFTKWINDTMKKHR
Tn7 DDE FP = DD(E)-Tn7 binding inhibition, primary FP screen | P02675 | FP displacement of FITC-Tn7 peptide from fibrin DD(E); 0% = median of compound wells per plate | inhibition, % at 8.3 µM | actives 0.13% (n = 370,000) | AID 720508;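 active means inhibition above the mean of compounds falling within the control limits plus 3 SD of them, cut at about 14% in these data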;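 further: 0% = plate median of compound wells and 100% = 10 µM Aha-Tn7 peptide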
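Test system: human clot-derived fibrin DD(E) complex / Quantity: 2 µM final DD(E) protein / Incubation: 10 min plus 3 h, room temperature / Measured by: fluorescence polarization / Benchmarks: high control of 10 µM Aha-Tn7 peptide / Replicates: singlicate testing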
ARFGAP1 inhibitor = rat ARFGAP1 inhibition; actives 0.26% (n = 360,000); Q62848; Arfgap1-stimulated ARF1 GTP hydrolysis, GDP FP detection; inhibition, % at 16.5 µM;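 active means inhibition above a per-plate limit, mean inhibition of low control wells plus 3 SD, cut at about 25% in these data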;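 further: 0% = DMSO wells with enzyme and 100% = wells lacking Arfgap1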
Target sequence (Q62848 1-136 limits assumed): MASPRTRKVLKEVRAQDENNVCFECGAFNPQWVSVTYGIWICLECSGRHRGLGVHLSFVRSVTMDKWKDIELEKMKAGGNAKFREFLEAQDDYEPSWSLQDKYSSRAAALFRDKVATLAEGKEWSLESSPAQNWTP
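Material – truncated rat Arfgap1 GAP domain · Buffer or medium – HEPES-based buffer, pH 7.5 · Reagent – human ARF1(Δ1-17)-GTP substrate · Dosing – 16.5 µM single point, 1.26% DMSO · Schedule – GTP hydrolysis reaction 2 h at 25 °C · Technique – GDP detection by fluorescence polarization · Benchmarks – No-Arfgap1 wells (100%) versus DMSO full-reaction wells (0%) · Repeats – single replicate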
PLCg1 inh = inhibitors of human phospholipase C gamma1; inhibition, % at 12.2 µM; P19174; purified PLC-gamma1, fluorogenic substrate, fluorescence; actives 0.84% (n = 370,000); in the data active means inhibition above about 9.5%
ASAP1 inh = blocks human ASAP1-stimulated Arf1 GTP hydrolysis; inhibition, % at 16.5 µM; AID 624377; actives 0.19% (n = 360,000); GDP FP detection; in the data active means inhibition above about 25%;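 further: 0% = vehicle with enzyme and substrate and 100% = no enzyme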
ADAM17 inh = inhibits human ADAM17; P78536; recombinant ADAM17, EDANS/DABCYL FRET peptide cleavage; inhibition, % at 6.95 µM; actives 0.83% (n = 370,000); AID 720648;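 active means inhibition above the mean of compounds lying between control limits plus 3 SD, set per campaign, cut at about 8.5% in these data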;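 further: 0% = DMSO-only wells as the low control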
Target sequence (P78536 215-824 limits assumed): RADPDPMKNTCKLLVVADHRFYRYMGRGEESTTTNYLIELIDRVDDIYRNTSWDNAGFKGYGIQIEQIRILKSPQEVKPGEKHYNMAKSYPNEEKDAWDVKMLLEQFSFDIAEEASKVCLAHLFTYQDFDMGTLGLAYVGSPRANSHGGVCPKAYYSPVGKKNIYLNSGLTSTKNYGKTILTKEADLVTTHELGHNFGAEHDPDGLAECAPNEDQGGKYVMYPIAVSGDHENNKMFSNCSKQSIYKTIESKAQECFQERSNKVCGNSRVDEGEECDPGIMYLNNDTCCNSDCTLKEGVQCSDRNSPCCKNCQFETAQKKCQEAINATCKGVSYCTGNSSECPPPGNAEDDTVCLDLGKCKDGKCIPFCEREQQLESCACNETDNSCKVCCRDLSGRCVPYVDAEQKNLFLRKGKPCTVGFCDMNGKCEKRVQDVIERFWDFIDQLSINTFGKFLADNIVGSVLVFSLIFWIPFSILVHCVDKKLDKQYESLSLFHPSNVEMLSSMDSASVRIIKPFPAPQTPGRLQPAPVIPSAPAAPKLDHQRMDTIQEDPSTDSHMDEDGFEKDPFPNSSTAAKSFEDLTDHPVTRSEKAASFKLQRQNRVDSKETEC
PLC-beta3 inh = PLC-beta3 (human) inhibition, primary screen; inhibition, % at 12.2 µM; actives 0.18% (n = 370,000); Purified PLC-beta3, fluorogenic substrate, fluorescence; in the data active means inhibition above about 11%;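 further: 0% = median of compound wells on plate and 100% = full blocker control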
Numbers without * were called inactive; i = inactive. An unsorted share of the library. Share with any hit: about 4.1%.

1) CC1(C)NC(=O)N(CC(=O)OCC(=O)Nc2cccc(S(N)(=O)=O)c2)C1=O
2) COc1ccc([C@H]2[C@H](C(=O)OC(C)(C)C)N3N=Cc4ccccc4C3C23C(=O)c2ccccc2C3=O)c(OC)c1 (stereo not given in full)
3) NC1=NC(=O)/C(=C/c2cc(Br)c(O)c(Br)c2)S1
4) O=C(Cc1ccccc1)Nn1cnc2ccccc21
5) Cc1ccc(S(=O)(=O)NCCC(=O)NCC(=O)Nc2c(C)cccc2C)cc1C
6) Cc1cc(C)n(-c2ccc(C(=O)N3CCN(S(=O)(=O)c4ccc(Br)cc4Cl)CC3)cc2)n1
7) CCn1c(C)[n+](CCOCC[n+]2c(C)n(CC)c3cc(Cl)c(Cl)cc32)c2cc(Cl)c(Cl)cc21
8) COc1ccc(-c2[nH]c(-c3cccc(OC)c3)nc2SCC(=O)NCc2ccco2)cc1

Assay by compound,1,2,3,4,5,6,7,8
MBD2 DNA inh,-1.6,-7.1,-9.6,-2.6,-4.5,-2.9,-4.5,-4.2
Tn6 DDE FP,3.2,2.4,-4.6,0.7,-2.1,3.8,3.0,-6.9
UHRF1 binding,3.3,-2.5,-11.1,-2.2,2.0,1.2,2.8,-0.9
proKLK7 act,-0.5,0.3,1.5,-0.2,0.7,0.3,-0.6,0.8
Tn7 DDE FP,8.4,-7.6,-7.2,0.0,5.6,-2.0,-8.6,-2.4
ARFGAP1 inhibitor,-3.3,2.1,-11.0,-2.2,3.6,2.0,-7.0,11.6
PLCg1 inh,1.4,-9.4,-58.5,-0.4,3.9,1.7,-2.0,-20.3
ASAP1 inh,-0.8,1.5,-5.9,3.8,-6.1,-1.3,-18.3,-6.8
ADAM17 inh,-3.6,-2.0,0.0,-3.6,1.7,0.0,0.4,-47.6
PLC-beta3 inh,-0.1,-8.8,-80.0,2.0,0.9,5.6,-0.4,-24.1

9) Cc1ccc(C)c(C2NC(=O)c3ccccc3N2)c1 (stereo not given)
10) CN(C)c1ccc(NC(=O)CSc2nc3ccccc3c(=O)n2C2CCCCC2)cc1
11) Cc1cc2cccc(C)c2nc1SCC(=O)NNC(=O)c1ccco1
12) Cc1ccc(S(=O)(=O)Nc2ccc3c(c2)C(=O)N([C@@H](C)CO)C[C@@H](C)[C@@H](CN(C)CC2CC2)OCCCC[C@@H](C)O3)cc1
13) CCOc1ccc(C(=O)NCC(=O)N2CCN(c3ccc(C(F)(F)F)cn3)CC2)cc1
14) CCCNC(=O)CCc1c(C)nc2c(c(C)nn2-c2ccc(C)cc2)c1C
15) COc1ccc(OC)c(NC(=O)C(CCSC)NS(=O)(=O)c2cccs2)c1 (stereo not given)
16) O=C1c2ccccc2[C@@H]2C[C@@H](O)[C@H](Nc3ccccc3)CCN12

Assay by compound,9,10,11,12,13,14,15,16
MBD2 DNA inh,1.6,2.8,-4.0,-3.2,1.5,3.5,4.7,3.0
Tn6 DDE FP,2.9,6.0,5.3,0.3,-0.6,-5.4,-8.5,-1.4
UHRF1 binding,1.1,-4.4,-4.5,8.2,-1.4,2.2,3.6,2.0
proKLK7 act,36.2*,-0.3,-0.2,0.1,0.1,-2.2,-0.5,0.4
Tn7 DDE FP,0.5,3.4,-5.4,5.2,-0.6,-0.8,-0.2,-7.3
ARFGAP1 inhibitor,4.8,-16.1,10.3,-6.6,-2.8,7.2,1.9,-4.6
PLCg1 inh,-426.1,0.7,-1.0,-0.1,-3.1,-15.9,-0.9,0.2
ASAP1 inh,-0.2,1.8,2.4,13.3,3.6,2.2,1.7,-0.3
ADAM17 inh,-398.3,11.9*,-2.5,2.9,-1.2,-17.8,-3.3,-0.8
PLC-beta3 inh,i,0.7,-8.0,1.9,-1.9,-30.6,-5.4,-3.6

Fetched by compound from the entries so far (3):
4) O=C(Cc1ccccc1)Nn1cnc2ccccc21
7) CCn1c(C)[n+](CCOCC[n+]2c(C)n(CC)c3cc(Cl)c(Cl)cc32)c2cc(Cl)c(Cl)cc21
16) O=C1c2ccccc2[C@@H]2C[C@@H](O)[C@H](Nc3ccccc3)CCN12

Assay by compound,4,7,16
MBD2 DNA inh,-2.6,-4.5,3.0
Tn6 DDE FP,0.7,3.0,-1.4
UHRF1 binding,-2.2,2.8,2.0
proKLK7 act,-0.2,-0.6,0.4
Tn7 DDE FP,0.0,-8.6,-7.3
ARFGAP1 inhibitor,-2.2,-7.0,-4.6
PLCg1 inh,-0.4,-2.0,0.2
ASAP1 inh,3.8,-18.3,-0.3
ADAM17 inh,-3.6,0.4,-0.8
PLC-beta3 inh,2.0,-0.4,-3.6

Going on with the list.
17) COc1cc(C(=O)c2cc3c(cc2C)OCO3)cc(OC)c1OC
18) CCC(C)C1C(C#N)=C(N)Oc2n[nH]c(C)c21 (stereo not given)
19) O=C(Nc1ccc(-c2cn3ccsc3n2)cc1)C1CCCC1
20) COc1cccc(C(=O)C2CCCN(Cc3cccc(-n4nc(C)cc4C)c3)C2)c1 (stereo not given)
21) Cc1cccc(-c2cnc(C(O)Cc3ccccc3)[nH]2)c1 (stereo not given)
22) OC(COc1ccc(OCC(O)CN2CCCCC2)cc1)CN1CCCCC1 (stereo not given)
23) CCOC(=O)c1c(C)nc2sc3c(=O)n(-c4ccc(C(C)=O)cc4)cnc3c2c1-c1ccc(OC)cc1
24) Cc1onc(-c2ccccc2)c1C(=O)NNC(=S)NC(=O)c1ccc(F)cc1

Assay by compound,17,18,19,20,21,22,23,24
MBD2 DNA inh,-0.5,-5.2,2.7,1.0,-2.4,1.4,8.5,-2.7
Tn6 DDE FP,4.7,-6.2,0.6,-0.1,2.6,-1.6,-2.6,-2.0
UHRF1 binding,-1.4,-2.1,-0.6,-4.1,0.0,0.2,0.8,-7.4
proKLK7 act,-0.5,0.6,0.7,0.1,0.5,0.1,-0.5,-0.2
Tn7 DDE FP,-8.0,0.0,1.2,5.1,4.8,0.5,-5.1,-2.8
ARFGAP1 inhibitor,2.5,0.5,7.4,6.5,11.9,0.1,8.5,0.3
PLCg1 inh,4.6,2.2,4.8,-0.9,-0.3,-1.3,-2.3,-1.6
ASAP1 inh,-0.7,-17.3,-6.6,-4.3,-7.8,0.2,-6.7,-4.3
ADAM17 inh,2.7,1.7,-0.8,-1.7,-5.0,-3.0,-5.0,2.2
PLC-beta3 inh,7.8,-1.7,3.1,-0.6,1.7,-3.3,-2.4,1.1

25) O=C(N/N=C/c1ccco1)c1ccccn1
26) CCc1ccc(C(CC(=O)c2ccc(Cl)cc2)C(=O)O)cc1 (stereo not given)
27) CCOc1ccc(N2C(=O)CC(n3nc(C)cc3C)C2=O)cc1 (stereo not given)
28) COC(=O)c1ccc(N2CCN(CC(=O)c3ccc(-c4ccccc4)cc3)CC2)c([N+](=O)[O-])c1
29) CCOC(=O)c1cnc2c(OC)cccc2c1N1CCN(c2ccccn2)CC1
30) COc1ccc(/C=N/NC(=O)CN2CCCc3ccccc32)c(OC)c1
31) Cc1onc(-c2ccccc2)c1C(=O)N1CCN(c2ccc([N+](=O)[O-])cc2)CC1
32) CCOc1ccc(NC(=O)CN2C(=O)NC(CCSC)C2=O)cc1 (stereo not given)

Assay by compound,25,26,27,28,29,30,31,32
MBD2 DNA inh,5.8,2.2,5.4,-5.8,-3.1,3.1,1.3,-2.3
Tn6 DDE FP,7.3,6.9,6.3,-4.6,-10.9,-6.9,-2.1,3.8
UHRF1 binding,-1.2,1.4,-2.6,-3.0,-1.3,1.9,1.2,-1.4
proKLK7 act,0.2,0.1,-0.4,-0.1,0.9,1.2,0.5,0.1
Tn7 DDE FP,2.7,6.0,0.2,-5.2,4.5,-2.1,-3.9,0.8
ARFGAP1 inhibitor,-2.3,-6.3,-4.5,2.5,8.6,0.3,-2.2,5.1
PLCg1 inh,-2.8,-3.0,1.9,-15.5,-6.5,-1.8,-2.0,-0.9
ASAP1 inh,-1.6,1.4,2.9,3.4,-4.9,-0.5,-2.6,-14.4
ADAM17 inh,-2.7,-7.5,-2.5,-1.5,-11.3,0.9,2.3,-2.1
PLC-beta3 inh,-4.1,-1.2,1.5,-13.3,-19.3,-19.6,-4.5,-4.0

33) CCOC(=O)c1sc(N(Cc2ccccc2)C(=O)CCl)nc1C
34) O=C(Nc1cccc(-c2ccc(F)cc2)c1)C1CCCN(C(=O)c2cscn2)C1 (stereo not given)
35) CCOc1ccc(/C(O)=C2\C(=O)C(=O)N(CCN(C)C)C2c2cc(OC)ccc2OC)cc1Cl (stereo not given)
36) C[C@H]1CN[C@@H](CCO)/C1=C\c1ccccc1
37) CC1CCCN(Cc2nc3c(c(=O)n(C)c(=O)n3C)n2CC(N)=O)C1 (stereo not given)
38) CC(C)CCC1CC(CSC(=N)N)OC1=O (stereo not given)
39) O=C(NCCN1C(=O)S/C(=C\c2ccc(Cl)cc2Cl)C1=O)C1=COCCO1
40) C/C(=C\C(=O)c1ccc(C)o1)Nc1ccc(C(=O)O)cc1C

Assay by compound,33,34,35,36,37,38,39,40
MBD2 DNA inh,-1.9,1.6,-7.5,2.6,3.0,1.6,-2.0,2.6
Tn6 DDE FP,-5.0,-3.8,1.4,-1.4,1.7,-2.6,-0.4,-1.9
UHRF1 binding,0.3,-1.3,-1.6,2.2,-0.6,0.7,-1.4,-2.1
proKLK7 act,-0.1,0.2,0.5,0.5,-0.3,-0.3,0.2,0.1
Tn7 DDE FP,-6.9,5.7,-0.7,13.9*,-4.8,-2.9,-2.4,8.4
ARFGAP1 inhibitor,-4.2,0.3,1.5,4.3,2.0,-6.0,7.4,2.9
PLCg1 inh,-1.4,6.4,4.0,1.4,0.0,3.3,0.8,-7.9
ASAP1 inh,-0.3,5.2,-3.0,-7.0,3.8,-6.2,-1.1,14.1
ADAM17 inh,-0.6,3.4,-2.1,-4.0,-4.1,-8.5,0.1,-5.4
PLC-beta3 inh,-9.2,5.7,0.9,-0.1,1.7,-0.9,-0.6,-8.9

41) COc1ccc(C2CC(C(F)(F)F)n3nc(C(=O)NCc4c(C)nn(C)c4C)c(Cl)c3N2)cc1 (stereo not given)
42) Cc1nc2n(c(=O)c1CCN1CCC(c3noc4cc(F)ccc34)CC1)CCCC2
43) CC(=O)NC(c1cccc(F)c1)c1nc(-c2ccc(N(C)C)cc2)cs1 (stereo not given)
44) Cc1ccc(CC(=O)OC(C)C(=O)NC2CCCCC2C)cc1C (stereo not given)
45) Cc1ccc(C(=O)OCC(=O)Nc2ccccc2C(F)(F)F)cc1S(=O)(=O)N1CCOCC1
46) O=C(N/N=C/c1cccc(F)c1)c1c(O)c2ccccc2[nH]c1=O

Assay by compound,41,42,43,44,45,46
MBD2 DNA inh,-4.4,-0.6,-1.6,-6.7,2.4,-1.6
Tn6 DDE FP,2.6,-5.3,1.2,-5.1,4.8,-4.0
UHRF1 binding,-0.9,-0.1,-2.1,1.0,5.8,0.3
proKLK7 act,0.3,-0.1,0.2,-0.7,0.2,0.4
Tn7 DDE FP,-4.1,-0.9,-8.2,4.0,0.8,5.6
ARFGAP1 inhibitor,9.6,7.7,-8.0,-2.0,-8.9,1.4
PLCg1 inh,2.1,1.0,-4.3,-0.2,5.9,-3.4
ASAP1 inh,8.0,-2.0,4.6,5.7,15.5,0.7
ADAM17 inh,3.2,-4.8,2.0,-3.1,2.4,-4.7
PLC-beta3 inh,0.0,0.4,-2.9,-6.1,10.9*,-0.5
